Avidin bead fluor: green autofluorescence of compounds with avidin beads – biophysical, 488/530 nm, flow cytometry, artefact control, profiling panel; fluorescence (KMESF) at 10 µM; compound fluorescence 488/530 nm; stronger effect = higher value; hit rate 0.38% among 220,000; in the data active means fluorescence above about 47; further: inactives centre near 10
Bcl-B Bim block: inhibitors of Bim-Bcl-B binding, primary screen, biochemical, multiplexed, human Bcl-2 family; Bcl-2-like protein 10 (Homo sapiens), Q9HD36; bead-based flow cytometry, Bim peptide-Bcl-B binding; inhibition, % at 10 µM; hit rate 0.073% among 190,000; AID 951, 2007;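 further: 0% = tracer peptide without compound and 100% = reference inhibitor peptide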
Target sequence (Q9HD36 whole entry, looked up): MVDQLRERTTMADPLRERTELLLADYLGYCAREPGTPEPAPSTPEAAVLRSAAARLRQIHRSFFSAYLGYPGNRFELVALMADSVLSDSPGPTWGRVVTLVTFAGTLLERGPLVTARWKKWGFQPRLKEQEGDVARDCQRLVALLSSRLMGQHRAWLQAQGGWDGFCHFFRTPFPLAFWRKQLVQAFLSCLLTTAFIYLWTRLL
ABCG2 inh: ABCG2 efflux pump inhibitors, primary screen, multiplex with ABCB1, IgMXP3 cells, flow cytometry | inhibition, % at 6.6 µM | AID 1325, 2008 | hit rate 0.1% among 190,000 | JC-1 efflux;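 active means inhibition above 80%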;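 further: 0% = DMSO and 100% = nicardipine control wells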
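Assay system – ABCG2 IgMXP3 and barcoded ABCB1 CCRF-Adr cell mix · Input – 3 million cells/mL in well · Reagent – JC-1 fluorescent substrate · Compound – single test compound dose, 6.6 µM final · Timing – 10 min exposure at 25 °C with rotation, no wash · Detection – flow cytometry of retained JC-1 fluorescence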
Bcl-W Bim block: inhibitors of Bim binding to Bcl-W, primary screen, biochemical, multiplexed, bead-based flow cytometry. Bcl-2-like protein 2 (Homo sapiens), Q92843. hit rate 0.02% among 190,000. Bim peptide-Bcl-W binding. inhibition, % at 10 µM;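 further: 0% = bound tracer without compound and 100% = peptide blocker; higher means less fluorescent Bim peptide bound to Bcl-W beads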
Target sequence (Q92843 whole entry, looked up): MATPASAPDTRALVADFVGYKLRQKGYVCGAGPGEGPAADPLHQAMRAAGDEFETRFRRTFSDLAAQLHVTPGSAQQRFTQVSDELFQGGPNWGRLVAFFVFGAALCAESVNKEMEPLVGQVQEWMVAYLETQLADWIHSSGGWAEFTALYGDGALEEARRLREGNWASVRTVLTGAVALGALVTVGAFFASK
RGS4-Gao reg: modulators of RGS4 binding to Galphao, primary screen, biochemical, multiplexed bead flow cytometry; hit rate 0.33% among 220,000; binding response (% of control), % at 10 µM; AID 1415, 2008; Guanine nucleotide-binding protein G(o) subunit alpha (Homo sapiens), P09471; actives lie on both sides; in the data active means binding response below about 49% or above about 150%; inactive means in between;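 further: fluorescent Galphao activated with aluminum fluoride binding bead-coupled RGS4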
Target sequence (P09471 whole entry, looked up): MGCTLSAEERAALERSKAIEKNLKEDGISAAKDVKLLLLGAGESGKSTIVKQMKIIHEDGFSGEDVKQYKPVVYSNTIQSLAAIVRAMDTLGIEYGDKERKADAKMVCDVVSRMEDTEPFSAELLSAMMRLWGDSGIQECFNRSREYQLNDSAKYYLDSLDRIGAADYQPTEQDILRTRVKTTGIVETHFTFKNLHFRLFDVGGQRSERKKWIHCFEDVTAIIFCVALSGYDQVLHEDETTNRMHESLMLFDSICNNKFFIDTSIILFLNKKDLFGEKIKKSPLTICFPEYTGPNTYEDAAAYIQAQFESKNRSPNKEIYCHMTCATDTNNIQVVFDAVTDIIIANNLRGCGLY
RGS7-Gao: RGS7-Galphao binding modulators, primary screen, biochemical, multiplexed bead flow cytometry | Guanine nucleotide-binding protein G(o) subunit alpha (Homo sapiens), P09471 | hit rate 0.35% among 220,000 | AID 1439, 2008 | binding response (% of control), % at 10 µM | actives lie on both sides; in the data active means binding response below about 49% or above about 150%; inconclusive means no clear call, values can overlap the other calls; inactive means in between;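 further: fluorescent Galphao held in activated GDP-AlF4 state binding bead-coupled RGS7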
GSH fluor: compound fluorescence on glutathione beads, profiling panel, artefact control, biophysical, 488/530 nm, flow cytometry; GSH beads flow cytometry, compound fluorescence 488/530 nm; stronger effect = higher value; fluorescence (KMESF) at 10 µM; hit rate 0.25% among 190,000; in the data active means fluorescence above about 89;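 further: glutathione beads carrying GST-tagged Bcl family fusion proteins plus one bare bead set; values are compound well signal with DMSO vehicle wells as background; inactives centre near 16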
Bcl-2 Bim block: inhibitors of Bim-Bcl-2 binding, primary screen, biochemical, multiplexed, human Bcl-2 family; Bead-based flow cytometry, Bim peptide-Bcl-2 binding; Apoptosis regulator Bcl-2 (Homo sapiens), P10415; inhibition, % at 10 µM; hit rate 0.06% among 190,000; in the data active means inhibition above about 40%; inconclusive means no clear call, values can overlap the other calls;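 further: 0% = no compound wells with probe peptide and 100% = reference peptide inhibitor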
Bfl-1 Bim block: inhibitors of Bim binding to Bfl-1, primary screen, biochemical, multiplexed, bead-based flow cytometry. AID 1008, 2008. Bim-Bfl-1 binding inhibition. hit rate 0.12% among 190,000. inhibition, % at 10 µM. Bcl-2-related protein A1 (Homo sapiens), Q16548;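 further: 0% = wells without compound plus tracer and 100% = blocker peptide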
Bim-Bcl-XL: inhibitors of Bim-Bcl-XL binding, primary screen, biochemical, multiplexed, bead flow cytometry, human Bcl-XL. hit rate 0.04% among 190,000. AID 1007, 2008. Bim peptide-Bcl-XL binding, fluorescence. inhibition, % at 10 µM
Target sequence (Q07817 whole entry, looked up): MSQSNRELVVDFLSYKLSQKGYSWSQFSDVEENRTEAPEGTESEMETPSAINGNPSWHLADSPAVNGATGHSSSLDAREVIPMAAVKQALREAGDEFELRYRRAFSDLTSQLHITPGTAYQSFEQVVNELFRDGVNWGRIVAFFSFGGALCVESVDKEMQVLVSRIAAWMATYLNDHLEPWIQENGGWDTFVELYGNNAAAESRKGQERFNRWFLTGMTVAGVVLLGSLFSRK
ABCB1 block: ABCB1 efflux pump inhibitors, primary screen, cell-based, multiplex, flow cytometry, ABCG2 counter-screen | AID 1326, 2008 | ATP-dependent translocase ABCB1 (Homo sapiens), P08183 | hit rate 0.067% among 190,000 | inhibition, % at 6.6 µM | CCRF-Adr cells, JC-1 efflux; in the data active means inhibition above about 40%;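 further: 0% = vehicle and 100% = reference inhibitor; higher value means more JC-1 retained so stronger ABCB1 efflux block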
* hit, by the source's call. Unless noted, no stated cut-off is given here; in the data, active means inhibition above about 40%.

A first look (3 entries):
Screening Nc1nc(SCC(=O)N2CCCCCC2)[nH]c(=O)c1NC(=O)c1ccco1 returned Avidin bead fluor 6, Bcl-B Bim block -6, ABCG2 inh 3, Bcl-W Bim block -1, RGS4-Gao reg 109, RGS7-Gao 106, GSH fluor 18, Bcl-2 Bim block -6, Bfl-1 Bim block -6, Bim-Bcl-XL -3 and ABCB1 block 0.2.
`CCOC(=O)N1CCC2(CC1)C(C#N)=C(N)OC1=C2C(=O)CC(C)(C)C1` gave Avidin bead fluor 38, Bcl-B Bim block 0, ABCG2 inh 0, Bcl-W Bim block 0, RGS4-Gao reg 104, RGS7-Gao 102, GSH fluor 13, Bcl-2 Bim block 0, Bfl-1 Bim block 0, Bim-Bcl-XL 0 and ABCB1 block 0.0.
`Cc1ccc(S(=O)(=O)N2CCOCC2)cc1NC(=O)CSc1nnnn1C` gave Avidin bead fluor 11, Bcl-B Bim block 0, ABCG2 inh 4, Bcl-W Bim block -3, RGS4-Gao reg 102, RGS7-Gao inconclusive, GSH fluor 12, Bcl-2 Bim block -4, Bfl-1 Bim block -1, Bim-Bcl-XL 0 and ABCB1 block 0.5.

All compounds of this part, from the start:
Screening Nc1nc(SCC(=O)N2CCCCCC2)[nH]c(=O)c1NC(=O)c1ccco1 returned Avidin bead fluor 6, Bcl-B Bim block -6, ABCG2 inh 3, Bcl-W Bim block -1, RGS4-Gao reg 109, RGS7-Gao 106, GSH fluor 18, Bcl-2 Bim block -6, Bfl-1 Bim block -6, Bim-Bcl-XL -3 and ABCB1 block 0.2.
`CCOC(=O)N1CCC2(CC1)C(C#N)=C(N)OC1=C2C(=O)CC(C)(C)C1` gave Avidin bead fluor 38, Bcl-B Bim block 0, ABCG2 inh 0, Bcl-W Bim block 0, RGS4-Gao reg 104, RGS7-Gao 102, GSH fluor 13, Bcl-2 Bim block 0, Bfl-1 Bim block 0, Bim-Bcl-XL 0 and ABCB1 block 0.0.
`Cc1ccc(S(=O)(=O)N2CCOCC2)cc1NC(=O)CSc1nnnn1C` gave Avidin bead fluor 11, Bcl-B Bim block 0, ABCG2 inh 4, Bcl-W Bim block -3, RGS4-Gao reg 102, RGS7-Gao inconclusive, GSH fluor 12, Bcl-2 Bim block -4, Bfl-1 Bim block -1, Bim-Bcl-XL 0 and ABCB1 block 0.5.
CC(C)CCOc1ccc(C(=O)C[N+]2(C)CCOCC2)cc1 was read as Avidin bead fluor 8, Bcl-B Bim block -7, ABCG2 inh 1, Bcl-W Bim block 0, RGS4-Gao reg 97, RGS7-Gao 99, GSH fluor 11, Bcl-2 Bim block -11, Bfl-1 Bim block -7, Bim-Bcl-XL -6 and ABCB1 block 0.1.
CCNC(=S)Nc1cc(C(=O)N2CCCC2)ccc1N1CCCC1 was read as Avidin bead fluor 8, Bcl-B Bim block -2, ABCG2 inh 4, Bcl-W Bim block -1, RGS4-Gao reg 100, RGS7-Gao 99, GSH fluor 16, Bcl-2 Bim block -1, Bfl-1 Bim block -5, Bim-Bcl-XL -3 and ABCB1 block 1.6.
`O=C(CN(c1cccc(C(F)(F)F)c1)S(=O)(=O)c1ccc(Cl)c([N+](=O)[O-])c1)NCc1ccccc1` gave Avidin bead fluor 16, Bcl-B Bim block -8, ABCG2 inh 24, Bcl-W Bim block -5, RGS4-Gao reg 105, RGS7-Gao 109, GSH fluor 13, Bcl-2 Bim block -10, Bfl-1 Bim block -14, Bim-Bcl-XL -9 and ABCB1 block 2.3.
CCOc1cc(N2CCOCC2)c(OCC)cc1NC(=O)c1cc(C)cc(C)c1 was read as Avidin bead fluor 10, Bcl-B Bim block -10, ABCG2 inh 2, Bcl-W Bim block 0, RGS4-Gao reg 100, RGS7-Gao 101, GSH fluor 11, Bcl-2 Bim block -1, Bfl-1 Bim block -1, Bim-Bcl-XL -2 and ABCB1 block 0.5.
For COc1ccc(N(C(C)=O)C2C=CS(=O)(=O)C2)c(OC)c1 (stereo unspecified) the results were Avidin bead fluor 7, Bcl-B Bim block -2, ABCG2 inh 0, Bcl-W Bim block -2, RGS4-Gao reg 101, RGS7-Gao 104, GSH fluor 5, Bcl-2 Bim block -6, Bfl-1 Bim block -7, Bim-Bcl-XL -4 and ABCB1 block 0.1.
`COC(=O)CNc1c(-c2ccccn2)nc2ccc(Br)cn12` gave Avidin bead fluor 6, Bcl-B Bim block -11, ABCG2 inh 3, Bcl-W Bim block 3, RGS4-Gao reg 101, RGS7-Gao 97, GSH fluor 36, Bcl-2 Bim block -5, Bfl-1 Bim block -6, Bim-Bcl-XL 0 and ABCB1 block 0.3.
For COc1ccccc1NC(=O)N1CCCC1C(=O)NCc1ccccc1 (stereo unspecified) the results were Avidin bead fluor 27, Bcl-B Bim block -6, ABCG2 inh 0, Bcl-W Bim block 0, RGS4-Gao reg 97, RGS7-Gao 96, GSH fluor 24, Bcl-2 Bim block -8, Bfl-1 Bim block -9, Bim-Bcl-XL -2 and ABCB1 block -0.1.
`Cc1ccc(Nc2nc(-c3ccccc3)c(CC(=O)O)s2)cc1` gave Avidin bead fluor 24, Bcl-B Bim block 3, ABCG2 inh 1, Bcl-W Bim block 14, RGS4-Gao reg 95, RGS7-Gao 92, GSH fluor 9, Bcl-2 Bim block 13, Bfl-1 Bim block 5, Bim-Bcl-XL 3 and ABCB1 block -0.2.
O=C(CCCN1C(=O)c2ccccc2C1=O)NCC1CCCO1 (stereo unspecified) was read as Avidin bead fluor 11, Bcl-B Bim block -10, ABCG2 inh 10, Bcl-W Bim block 0, RGS4-Gao reg 104, RGS7-Gao 101, GSH fluor 28, Bcl-2 Bim block -13, Bfl-1 Bim block -12, Bim-Bcl-XL -9 and ABCB1 block 1.1.
Screening CCOC(=O)N1CCN(C(=O)CSCC(=O)N=c2sc3ccccc3n2C)CC1 returned Avidin bead fluor 36, Bcl-B Bim block -2, ABCG2 inh 1, Bcl-W Bim block -2, RGS4-Gao reg 102, RGS7-Gao 104, GSH fluor 13, Bcl-2 Bim block -2, Bfl-1 Bim block 0, Bim-Bcl-XL -2 and ABCB1 block 0.6.
Screening COc1ccc(-c2nc(CN3CCCCC3CCc3ccccn3)c(C)o2)cc1 (stereo unspecified) returned Avidin bead fluor 9, Bcl-B Bim block -6, ABCG2 inh 2, Bcl-W Bim block 3, RGS4-Gao reg 107, RGS7-Gao 104, GSH fluor 14, Bcl-2 Bim block -2, Bfl-1 Bim block 1, Bim-Bcl-XL 0 and ABCB1 block 2.6.
Screening CCN(CC)S(=O)(=O)c1cc(C(=O)NC2CCCCC2)ccc1C returned Avidin bead fluor 12, Bcl-B Bim block -5, ABCG2 inh 30, Bcl-W Bim block -6, RGS4-Gao reg 98, RGS7-Gao 100, GSH fluor 32, Bcl-2 Bim block 0, Bfl-1 Bim block 4, Bim-Bcl-XL -6 and ABCB1 block 2.0.
`Cc1ccc(NS(=O)(=O)c2cc(C(=O)N3CCc4ccccc4C3)ccc2Cl)cc1` gave Avidin bead fluor 6, Bcl-B Bim block -2, ABCG2 inh 1, Bcl-W Bim block -4, RGS4-Gao reg 103, RGS7-Gao 102, GSH fluor 23, Bcl-2 Bim block 0, Bfl-1 Bim block -2, Bim-Bcl-XL -2 and ABCB1 block 0.6.
`Cc1cc(NC(=O)CCC(=O)N(CC(=O)NCC2CCCO2)c2ccc3c(c2)OCCO3)no1` (stereo unspecified) gave Avidin bead fluor 8, Bcl-B Bim block -5, ABCG2 inh 0, Bcl-W Bim block -3, RGS4-Gao reg 100, RGS7-Gao 103, GSH fluor 38, Bcl-2 Bim block 0, Bfl-1 Bim block -2, Bim-Bcl-XL -3 and ABCB1 block 0.1.
For Cc1ccc2c(C)c(C(=O)Nc3nnc(C)s3)oc2c1 the results were Avidin bead fluor 6, Bcl-B Bim block 13, ABCG2 inh 0, Bcl-W Bim block 9, RGS4-Gao reg 105, RGS7-Gao 102, GSH fluor 56, Bcl-2 Bim block 10, Bfl-1 Bim block 19, Bim-Bcl-XL 15 and ABCB1 block -0.2.
O=C(O)CCCC(=O)Nc1cccc(C(F)(F)F)c1 was read as Avidin bead fluor 2, Bcl-B Bim block -3, ABCG2 inh 1, Bcl-W Bim block -5, RGS4-Gao reg 93, RGS7-Gao 95, GSH fluor 46, Bcl-2 Bim block -2, Bfl-1 Bim block -3, Bim-Bcl-XL 0 and ABCB1 block 0.5.
Screening CCNC(=S)N/N=C/c1cccc(OCc2c(F)cccc2Cl)c1 returned Avidin bead fluor 9, Bcl-B Bim block 5, ABCG2 inh 1, Bcl-W Bim block -2, RGS4-Gao reg 98, RGS7-Gao 97, GSH fluor 16, Bcl-2 Bim block 7, Bfl-1 Bim block 10, Bim-Bcl-XL -3 and ABCB1 block -0.2.
`Cc1cc(Cl)ccc1OCCCC(=O)NCCCn1ccnc1` gave Avidin bead fluor 9, Bcl-B Bim block -5, ABCG2 inh 5, Bcl-W Bim block -1, RGS4-Gao reg 72, RGS7-Gao inconclusive, GSH fluor 12, Bcl-2 Bim block -2, Bfl-1 Bim block -4, Bim-Bcl-XL -2 and ABCB1 block 0.7.
O=C(O)c1ccc(NCc2ccc3c(c2)OCO3)cc1 was read as Avidin bead fluor 6, Bcl-B Bim block -7, ABCG2 inh 0, Bcl-W Bim block -4, RGS4-Gao reg 94, RGS7-Gao 100, GSH fluor 12, Bcl-2 Bim block -11, Bfl-1 Bim block -7, Bim-Bcl-XL -6 and ABCB1 block 0.1.
For COc1cccc(-c2cc(C(=O)Nc3cc(OC)c(OC)c(OC)c3)no2)c1 the results were Avidin bead fluor 8, Bcl-B Bim block -5, ABCG2 inh 5, Bcl-W Bim block 1, RGS4-Gao reg 103, RGS7-Gao 105, GSH fluor 16, Bcl-2 Bim block -7, Bfl-1 Bim block -13, Bim-Bcl-XL -6 and ABCB1 block 0.6.
Screening Cc1nc(C)c(C(=O)Nc2nc3c(C)cccc3s2)o1 returned Avidin bead fluor 23, Bcl-B Bim block -1, ABCG2 inh 0, Bcl-W Bim block 0, RGS4-Gao reg 92, RGS7-Gao 86, GSH fluor 18, Bcl-2 Bim block -1, Bfl-1 Bim block 1, Bim-Bcl-XL 0 and ABCB1 block -0.1.
For COc1ccc(CCN(C)C(=O)CSc2nccn2C)cc1OC the results were Avidin bead fluor 11, Bcl-B Bim block -4, ABCG2 inh 1, Bcl-W Bim block 2, RGS4-Gao reg 93, RGS7-Gao 92, GSH fluor 65, Bcl-2 Bim block -4, Bfl-1 Bim block -9, Bim-Bcl-XL -2 and ABCB1 block 0.5.
